Assay outcomes: PubChem, several laboratories
CaV13 FRET inh = Primary screen for inhibitors of IQ motif and Ca2+-dependent inactivation inhibitor domain binding in CACNA1D, Förster resonance energy transfer in living cells, …; inhibition, % at 12.3 µM; actives 0.098% (n = 340,000); HEK cells, CFP/YFP FRET ICDI-IQ, plate reader, 10 min; percent FRET-ratio fall versus neutral wells; AID 743397;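 active = mean replicate inhibition of at least 30% and at least 1% of replicates passing that level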;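 note: 0% = median of the neutral control wells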
NR2E3 ag-1 = NR2E3 agonists in two-hybrid cells, primary screen, cell-based, luminescence, CHO-S, Gal4-NCOR/VP16-NR2E3; Photoreceptor-specific nuclear receptor (Homo sapiens), Q9Y5X4; luciferase; inhibition of corepressor binding, % at 3.98 µM; actives 0.35% (n = 360,000); AID 602229, 2012;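 active = inhibition above the mean of all tested compounds plus 3 SD, cut at about 70% in these data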;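 note: 0% = DMSO with NR2E3 transfected cells and 100% = cells lacking NR2E3 construct; higher means lower luciferase signal from less NR2E3 corepressor binding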
Target sequence (Q9Y5X4 whole entry, looked up, the tested form may be a part): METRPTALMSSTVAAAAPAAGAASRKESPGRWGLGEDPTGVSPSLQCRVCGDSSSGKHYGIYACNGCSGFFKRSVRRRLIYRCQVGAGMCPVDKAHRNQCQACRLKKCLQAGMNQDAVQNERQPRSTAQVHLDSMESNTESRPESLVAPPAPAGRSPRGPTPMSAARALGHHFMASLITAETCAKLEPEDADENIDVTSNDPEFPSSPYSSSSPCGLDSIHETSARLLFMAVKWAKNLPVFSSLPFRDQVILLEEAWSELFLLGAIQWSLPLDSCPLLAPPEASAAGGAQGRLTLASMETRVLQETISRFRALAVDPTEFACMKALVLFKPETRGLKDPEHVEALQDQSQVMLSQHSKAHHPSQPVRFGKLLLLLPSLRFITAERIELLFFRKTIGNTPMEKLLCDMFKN
hiPSC survival = enhancers of single-cell hiPSC survival, primary screen, ATPlite luminescence | 100% = ROCK inhibitor wells, 0% = DMSO | survival enhancement, % at 20 µM | actives 0.044% (n = 360,000) | AID 602274, 2012; in the data active = survival enhancement above about 18%;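 note: cells exposed to compounds for 16 hours before the ATP read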
Peg3 prom inh = Peg3 promoter-driven luciferase inhibitors, primary screen, cell-based, HeLa, luciferase luminescence; HeLa PEG-Prom luciferase reporter, overnight; inhibition, % at 20 µM; actives 1.7% (n = 360,000); AID 588405, 2011;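 active = inhibition of at least 50% at 20 µM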
HIF-2a inh = HIF-2a reporter inhibitors, primary screen, luminescence, 786-0 RCC cells. AID 624352, 2012. actives 0.72% (n = 360,000). 786-0 RCC cells HIF-2a reporter, luciferase luminescence, overnight. inhibition, % at 18.8 µM;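 active = inhibition of the luminescence signal of 40% or more relative to plate controls, in a single-dose primary screen at 18.75 µM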
Shn3 3UTR inh = reduction of Shn3 3'UTR firefly luciferase signal, primary screen, Schnurri-3 inhibitor project, cell-based, Clone20 osteoblasts, set 2; inhibition, % at 12.5 µM; AID 588674, 2011; Clone20 osteoblast Shn3 3'UTR firefly luciferase, 24 h; actives 0.52% (n = 360,000);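 active = mean inhibition of at least 75% with every replicate also reaching 75%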;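 note: 0% = median of neutral control wells and 100% = pilot-screen positive control compound; some compounds past the cut are filed as inactive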
NR2E3 ag-2 = inhibitors of NR2E3-RetCOR corepressor binding, primary screen, NR2E3 agonist project, biochemical, TR-FRET, GST-NR2E3, biotin-RetCOR | Photoreceptor-specific nuclear receptor (Homo sapiens), Q9Y5X4 | 1536-well | inhibition of corepressor binding, % at 4.78 µM | actives 0.12% (n = 320,000) | AID 2300, 2010;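 active = percent inhibition above the cutoff of mean plus 3 SD of all tested compounds, set per screening campaign, cut at about 20% in these data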;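 note: 0% = DMSO wells and 100% = biotin wells as full block of FRET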
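System: GST-tagged NR2E3 plus biotinylated RetCOR corepressor; Amount: 1.35 nM GST-tagged NR2E3 final; Dosing: single nominal compound dose of 4.8 µM; Schedule: 5 h incubation at 4 °C; Technique: TR-FRET with europium anti-GST and streptavidin-D2, 340 nm excitation; Controls: biotin wells as high control, 0.6% DMSO wells as low control.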
PDI inh = inhibitors of human PDI, primary screen, biochemical, turbidity, single point, plate reader; PDI insulin aggregation turbidity, A650, 90 min; actives 0.052% (n = 350,000); AID 588391, 2011; inhibition, % at 10 µM; Protein disulfide-isomerase (Homo sapiens), P07237;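 active = mean inhibition across replicates of 30% or more, whatever share of single replicates reach that level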;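 note: absorbance from insulin aggregation driven by PDI reduction with DTT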
Target sequence (P07237 whole entry, looked up): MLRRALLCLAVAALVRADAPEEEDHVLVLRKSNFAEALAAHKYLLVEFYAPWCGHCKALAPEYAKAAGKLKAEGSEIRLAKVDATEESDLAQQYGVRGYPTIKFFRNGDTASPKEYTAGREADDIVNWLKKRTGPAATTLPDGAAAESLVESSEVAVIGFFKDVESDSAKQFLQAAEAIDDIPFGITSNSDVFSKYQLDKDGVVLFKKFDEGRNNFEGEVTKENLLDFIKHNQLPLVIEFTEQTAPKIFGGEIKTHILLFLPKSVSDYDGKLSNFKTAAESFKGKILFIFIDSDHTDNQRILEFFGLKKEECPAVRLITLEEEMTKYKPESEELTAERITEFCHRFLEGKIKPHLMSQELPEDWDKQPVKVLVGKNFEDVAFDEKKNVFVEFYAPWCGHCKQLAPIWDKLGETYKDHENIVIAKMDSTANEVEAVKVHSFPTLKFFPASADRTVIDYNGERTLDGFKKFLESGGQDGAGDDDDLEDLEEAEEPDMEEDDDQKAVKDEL
H9c2 protect = cardioprotection against H2O2-induced cell death, primary screen, uHTS, H9c2 cells, ATPLite luminescence. AID 588492, 2011. protection from H2O2 cell death, % at 20 µM. actives 0.63% (n = 360,000). H9c2 cardiomyocytes, H2O2 injury protection, 2 h;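 active = compounds giving at least 50% protection of heart cells from peroxide-induced death in the single-dose screen, raw or plate-pattern-corrected value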;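 note: 0% = DMSO wells with peroxide and 100% = DMSO wells without peroxide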
TRPM1 prom inh = inhibitors of MITF-dependent TRPM1 promoter reporter, primary screen, cell-based, SK-MEL-5, single point, luciferase; SK-MEL-5 TRPM1 promoter luciferase, 24 h; inhibition, % at 12.5 µM; actives 0.83% (n = 330,000); AID 488899, 2010;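 active = mean inhibition across replicates of 60% or more, whatever share of single replicates reaches that level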; note: values of inactives mirror those of a sister screen read the other way
HTR2A ag = mouse Htr2a agonists via beta-arrestin recruitment, primary screen, cell-based, luminescence. 5-hydroxytryptamine receptor 2A (Mus musculus), P35363. AID 624169, 2012. actives 0.66% (n = 360,000). activation, % at 7.6 µM. CHO-K1 mHTR2A beta-arrestin complementation; percent of 30 µM serotonin response;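 active = activation above a run cutoff, the mean activation of all tested compounds plus 3 SD, cut at about 14% in these data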;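 note: 0% = plate median of compound wells and 100% = 30 µM serotonin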
* marks the source's active call; other numbers are inactive results; . = no result given.

SMILES,hiPSC survival,Peg3 prom inh,HIF-2a inh,PDI inh,NR2E3 ag-1,Shn3 3UTR inh,CaV13 FRET inh,HTR2A ag,NR2E3 ag-2,H9c2 protect,TRPM1 prom inh
COC(=O)Cc1ccc(NC(=O)c2ccc(C)c(C)c2)cc1,-0.5,-233,-193,0,-41,-49,-4,-3,-3,-10,-75
COc1ccccc1CCNC(=O)COc1cccc2c1OC(C)(C)C2,-0.3,4,5,-10,-40,3,-7,-3,3,-3,-5
CCOC(=O)c1c(C)nsc1NC(=O)C1CCCCC1,-0.4,20,23,-5,-34,-61,-7,3,2,-4,-15
CC(C)N=C(NS(=O)(=O)NC(=O)c1ccccc1)c1ccccc1,-0.5,17,5,-1,-2,-21,2,3,-1,6,-4
Nc1nonc1-n1nnc(C(=O)N/N=C/c2ccccc2Cl)c1COc1ccc(F)cc1,-0.3,15,7,-9,10,-2,-4,-2,-2,27,-3
O=C(OCC(=O)N1CCOCC1)c1c(Cl)ccc(Cl)c1Cl,0.4,-8,-21,7,-14,-17,4,5,0,2,-6
CCNCC(=O)Nc1ccc(N2CCOCC2)cc1,-1.6,-6,8,-1,0,4,-12,0,-4,2,2
Cc1cc2c(cc(C(=O)OCC(=O)NCc3cccs3)n2C(C)C)o1,0.9,25,-21,0,-19,13,.,2,1,-6,37
CN(C)/C=C1\C(=O)N(c2ccc([N+](=O)[O-])cc2)N=C1c1ccccc1,-3.1,-164,-192,0,-70,-103,-5,-2,4,5,-38
C#CCOCCOCCOCCNc1nc(N2CCN(C(=O)C(CCC(=O)O)n3cc(C(N)CC(C)C)nn3)CC2)nc(N2CCN(C(=O)C(Cc3cc4ccccc4[nH]3)n3cc(C(N)Cc4ccc(O)cc4)nn3)CC2)n1 (configuration not stated),-0.7,-2,15,.,.,-16,.,.,-3,3,12
COc1ccc(CCNC(=S)Nc2ccc(C)cc2C)cc1,-0.8,14,-6,-2,-23,3,-7,-1,-2,-3,4
CCC1CCCCN1CCCNC(=O)c1ccc2c(=O)n(CCOC)c(=O)[nH]c2c1 (configuration not stated),1.1,5,8,9,-4,-17,-4,-11,2,2,-1
CCCC(=O)Nc1nnc(/C=C/c2ccc(OC)cc2)s1,-0.1,-42,-46,-6,-121,-16,-11,0,-1,-5,-10
O=C(NCCCNC(=O)c1ccccc1Cl)c1cnccn1,-0.1,-1,14,-4,0,10,-3,0,6,-2,-1
Cc1ccc(OCCn2nc3ccccc3n2)c(C)c1,-2.3,-107,-121,3,-34,-72,-4,7,-1,-4,-58
CC(=NOC(=O)c1ccc(F)cc1)c1nccs1,-1.8,3,-54,0,5,-15,-7,-5,.,-21,.
CC1CC(C)CN(CCC(=O)Nc2ccc3c(c2)CCC3)C1 (configuration not stated),-0.4,8,5,-6,0,-17,9,-1,3,5,1
COc1ccc(-c2cc(=O)oc3c(C)c(OCC(=O)NCC4CCC(C(=O)O)CC4)ccc23)cc1 (configuration not stated),-1.9,27,7,.,0,25,.,6,0,2,9
COc1ccc(NC(=O)CCCNC(=O)c2ccc(Cl)cc2)cc1S(=O)(=O)N1CCCCC1,-1.1,10,13,-5,2,10,-15,10,.,-10,.
Cc1ccc(S(=O)(=O)N2CCN(C(=O)c3c(-c4ccccc4)noc3C)CC2)c(C)c1,-0.6,6,-9,0,-31,1,-4,2,3,2,3
CC1(C(=O)NS(=O)(=O)c2ccc3ccccc3c2)CCN1C(=O)Cc1ccc(Cl)cc1Cl (configuration not stated),-2.9,7,-13,16,-7,2,-5,3,.,18,.
Cc1ccc(NC(=O)CN(C)C(=O)CNC(=O)c2cccs2)cc1,1.6,7,-3,2,10,-10,-6,2,-1,-5,2
Cc1c(C(=O)Nc2ccc(F)c(F)c2)oc2ccc(S(=O)(=O)N3CCCCC3)cc12,-2.6,64*,22,-10,-13,82,-8,0,-1,6,32
O=C(CSc1ccc(Cl)cc1)N1CCOCC1,-1.5,-48,-85,4,-50,-22,-4,-2,-1,4,-20
Cc1ccc(/C=N/N2CCN(c3ccccn3)CC2)cc1,-0.5,-253,-284,6,-2,-56,-17,4,3,3,-70
COC(=O)Cc1c(C)nc2nc(-c3cccnc3)[nH]n2c1=O,0.4,2,6,4,-12,48,-5,-4,1,-1,1
CC(=O)Nc1ccc(SC[C@H](C)CN2CC[C@H](O)CCC2=O)cc1,-1.0,-3,0,-2,-21,-15,-9,-2,-4,-5,0
C=CCO/N=C(/C)c1ccc(Oc2cnccn2)cc1,0.4,-59,-62,-13,-22,-24,-2,0,3,2,-25
O=C(Cn1cccc1)Nc1ccc(F)cc1F,2.6,19,12,5,5,-43,-9,-2,2,-6,0
O=C(CNC(=O)c1ccccc1)OCCOc1cccc(Cl)c1,1.5,-9,-8,11,-6,-6,-4,1,4,-4,1
CC(=O)c1cccc(OCC(O)CN2CCN(C(=O)c3ccco3)CC2)c1 (configuration not stated),0.3,1,5,7,-6,5,-4,0,-1,1,-6
OC[C@@H]1CN(Cc2ccc(F)cc2)C[C@H](n2cnc3c(N4CCCC4)ncnc32)O1,1.2,-2,16,3,-3,-8,4,5,.,17,.
Cc1ccccc1NC(=O)CSc1ccc(-c2ccc(-n3cccn3)cc2)nn1,-0.2,-13,-25,3,12,-8,-2,10,1,-6,-14
CCOC(=O)c1c(NC(=O)/C=C/C(=O)O)sc(C)c1-c1ccc(C)c(C)c1,-0.4,8,-4,-3,24,-26,2,0,5,2,11
Cc1ccc(C(=O)Cn2c(NCCO)nc3ccccc32)cc1,4.5,9,19,7,-11,-13,-6,-4,1,3,5
CCCC(=O)NC1=C(Cl)C(=O)c2ccccc2C1=O,-1.7,98*,95*,3,-7,90*,-2,-4,.,-21,101*
O=C(NCCNC(=O)c1ccccn1)c1ccccc1,-0.1,14,14,0,-19,-7,-19,2,7,3,4
O=C(CSc1nnc(-c2cccnc2)o1)Nc1ccc(Cl)cc1,-1.3,-83,-65,3,-25,4,-3,-4,6,0,5
CCOc1ccc(S(=O)(=O)N2CCCCC2)cc1NC(=O)C1CSC2(C)CCC(=O)N12 (configuration not stated),-0.5,15,7,-1,-2,1,-5,-1,-2,5,-7
OC[C@@H]1CN(C2CCCC2)C[C@H](n2cnc3c(NC4CCC4)ncnc32)O1,1.1,4,6,13,-9,6,-9,2,.,10,.
Cc1c(C(=O)NCC2CCCO2)oc2ccc3c(c12)C(=O)CC(C)(C)O3 (configuration not stated),-2.3,-154,-141,-4,-192,-54,.,2,-3,-17,-38
O=C1c2cccc3cccc(c23)C(=O)N1c1ccc2ncccc2c1,1.2,1,9,-2,-17,7,-3,4,-1,4,-14
O=C(OCC(=O)N1CCN(c2ccccc2)CC1)c1ccccc1NCCO,-0.3,-29,-52,5,-47,-14,-6,-1,0,-2,-14
O=C(CSc1nc2nn(-c3ccccc3)c(=O)c-2c2n1CCCCC2)NCCc1ccccc1,-0.6,6,5,9,-46,5,1,-2,-2,5,-6
COc1ccc(-c2nc(SC(C)C(=O)NCC3CCCO3)n[nH]2)cc1 (configuration not stated),0.0,22,4,-2,-27,8,-7,-4,0,10,35
O=C(NC(=S)Nc1ccccc1Br)c1ccco1,-0.5,-276,-188,7,-121,-59,-2,-6,3,-13,-44
Cc1ccc(Nc2nc(C(=O)N3CCC(C(=O)NCCN4CCOCC4)CC3)cs2)cc1,0.1,-17,-13,6,-17,-5,-8,0,0,1,-9
CC(C)(C)S(=O)N1Cc2cc(C(=O)NCCCN3CCOCC3)nc(-c3cccc(-c4cc5ccccc5o4)c3)c2[C@H]1CCO (some centres not stated),-0.5,-7,-3,.,5,-1,-6,2,.,21,.
CN(CC(=O)Nc1ccc(F)c(F)c1F)C(=O)CCCSc1nc2ccccc2[nH]1,0.2,-14,-2,2,-11,5,-16,-3,3,4,-1
COC(=O)c1c(NC(=O)C2CC=CCC2C(=O)O)sc(C)c1C (configuration not stated),-0.5,19,25,-11,-27,12,-5,4,0,-6,17
O=C(N=C1SC2CS(=O)(=O)CC2N1c1ccc(F)cc1F)C1CC1 (configuration not stated),-0.6,-3,-2,5,-10,66,-3,-3,1,-2,-15
O=C(Nc1ccc(S(=O)(=O)NCc2cccnc2)cc1)c1ccccc1Cl,-3.2,16,-1,12,-4,51,-5,-6,-2,-16,17
O=C(Nc1ccc(-n2cnnn2)cc1)C(c1ccccc1)c1ccccc1,0.2,4,12,-19,1,19,7,-2,-3,-1,-8
CCn1ccc(C(=O)N2CCOCC2)n1,-1.4,3,20,-2,1,9,-3,1,1,1,1
Cc1cc(C)cc(NC(=O)CSc2nc3[nH]c(=O)cc(O)c3s2)c1,0.3,-14,6,3,-41,6,-7,1,6,-7,-21
CC1CN(S(=O)(=O)N(C)C)CCN1S(=O)(=O)N(C)C (configuration not stated),10,-7,7,0,-37,-8,-6,1,4,6,15
CC(=O)Nc1cc(-c2ccc(F)cc2)cn2c(-c3ccc(F)cc3)cnc12,-0.4,23,-21,17,-21,11,-5,5,.,2,.
CCNC(=O)NNC(=O)C1CC(c2cccs2)=NO1 (configuration not stated),-0.5,2,0,0,25,-6,-6,3,2,4,2
COc1ccc(Cl)cc1NC(=O)CN1CCN(Cc2ccccc2)CC1,-0.4,14,18,-6,-3,5,-5,-3,4,-4,2
COc1cc(C(=O)Nn2c(O)c(C3=c4ccccc4=NC3=O)sc2=S)ccc1O,0.5,20,9,5,1,8,-4,2,-1,-1,-5
O=C(COc1ccccc1Cl)Nc1ccc(C(=O)O)cc1NC(=O)COc1ccccc1Cl,0.1,-2,10,0,-23,13,-6,-3,-2,1,10
